Mot1-301 SUMO: SUMOylation pathway inhibition by Mot1-301 growth rescue. actives 1% (n = 320,000). S. cerevisiae Mot1-301 growth rescue, ATP luminescence, 38.5C; percent above DMSO median, 100 means doubled. growth rescue, % at 18.8 µM. AID 2716;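 active means every valid replicate shows activation above 250% relative to neutral control wells; inactive means the rest, any valid replicate at or below 250%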;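 further: OY570 slx delta 5 strain wells were the positive control but not used for scaling; some compounds called inactive have numbers as strong as hits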
Active calls of the source: *. A portion of the library; rates above refer to the full screens.

Sample of the layout, 2 compounds:
SMILES	Mot1-301 SUMO
CCn1cc(C(=O)O)c(=O)c2cnc(N3CCNCC3)nc21	-5.3
NC(N)=O	-1.0

The listing, from the start:
SMILES	Mot1-301 SUMO
CCn1cc(C(=O)O)c(=O)c2cnc(N3CCNCC3)nc21	-5.3
NC(N)=O	-1.0
Nc1nc(O)c(N=Nc2ccc(S(N)(=O)=O)cc2)c(=O)[nH]1	-5.8
CCCc1nc(C(C)(C)O)c(C(=O)O)n1Cc1ccc(-c2ccccc2-c2nn[nH]n2)cc1	13.3
